From PubChem BioAssay
GLP1R inv ag: inverse agonists of human GLP-1 receptor; P43220; HEK293 GLP-1R CRE-luciferase, luminescence, 24 h; GLP-1R form is constitutively active; Potency, µM (doses to about 38.3 µM), without a hit: at the top dose activity change, negative = inhibition, usual class: inhibitors; actives 1.6% (n = 410,000); AID 624417; note: potency is the fitted concentration of half-maximal effect; % is set by controls: 0 for no effect and ±100 for the full control effect; nearly all actives have a fitted effect of over 55% in size
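qHTS in 1536-well format: reporter HEK293 cells expressing constitutive GLP-1R activity in DMEM + 10% Nu serum, 24 hr with compounds at 37 deg C, luminescence read after 12 min with detection reagent.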
IL-2 act: activators of IL-2; actives 0.065% (n = 360,000); activation, % (series mostly up to about 46 µM); IL-2 activation reporter assay, cell-based qHTS; stimulated with anti-CD3/CD4/CD28 beads; in transgenic mouse T cells; in the data active = activation above about 50%; inconclusive = mostly about 30% to 49%; note: 0% is about no effect
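Readout: EGFP and DsRed signals by fluorescent plate cytometry. Unstimulated transgenic mouse T cells received compound 60 min before antibody-bead stimulation, then incubated 18 h at 37 degrees C.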
GLP1R ag: agonists of human GLP-1 receptor. P43220. HEK293 GLP-1R CRE-luciferase, luminescence, 4-6 h; cells express a hypersensitive GLP-1R form. Potency, µM (highest dose often 45.6 µM), for inactives: top-dose activation, hits mostly activators. actives 0.007% (n = 380,000). AID 624172; note: potency is the fitted concentration of half-maximal effect; % of control where 0% means no effect
D3 ag: activates the human D3 dopamine receptor. D3R DiscoveRx beta-arrestin cells, luminescence, 90 min. max activation, %. actives 0.58% (n = 410,000). AID 652048; in the data active = max activation above about 30%; note: 0% is about no effect; mostly tested at two doses, the higher about 12 µM
Target sequence (P35462 whole entry, looked up): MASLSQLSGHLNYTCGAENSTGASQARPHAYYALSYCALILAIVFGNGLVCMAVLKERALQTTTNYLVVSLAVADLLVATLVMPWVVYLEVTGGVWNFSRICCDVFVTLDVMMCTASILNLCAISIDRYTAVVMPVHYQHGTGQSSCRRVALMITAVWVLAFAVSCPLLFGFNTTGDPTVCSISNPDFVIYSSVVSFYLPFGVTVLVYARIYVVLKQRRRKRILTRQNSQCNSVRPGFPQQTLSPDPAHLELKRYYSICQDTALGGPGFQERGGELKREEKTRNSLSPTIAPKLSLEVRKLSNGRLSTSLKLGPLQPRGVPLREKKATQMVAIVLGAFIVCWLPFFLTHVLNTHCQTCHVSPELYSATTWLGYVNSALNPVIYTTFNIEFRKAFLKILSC
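Agonist mode: compounds and dopamine controls were applied to plated cells for 90 min at 37 degrees C after an overnight attachment at 1500 cells/well. Luminescent read-out followed 30 - 60 minutes at room temperature with DiscoveRx detection reagent.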
WRN helicase inh: inhibitors of human WRN helicase; Potency, µM (series often up to 114 µM), for inactives: at the top dose activity change, negative = inhibition, usual class: inhibitors; Q14191; actives 0.46% (n = 360,000); WRN helicase unwinding, fluorescent forked duplex, kinetic; note: potency is the fitted concentration of half-maximal effect; % is set by controls: 0 for no effect and ±100 for the full control effect; nearly all actives have a fitted effect of over 55% in size
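WRN at 20 nM final was preincubated with compound for 15 min at room temperature; reaction started with 100 nM forked duplex oligonucleotide carrying fluorophore and quencher plus 2 mM ATP (final). Unwinding followed kinetically by red fluorescence (ex 525/em 598 nm).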
PI5P4Ka inh: PI5P4K alpha (human) kinase inhibition; P48426; PI5P4Kalpha enzyme, ADP-Glo luminescence, 60 min; active compounds read low; max response, %; actives 1.2% (n = 330,000); AID 652105; active = max response of -50% or lower; inconclusive = between -30% and -50%; inactive = -30% or higher; note: value at the top dose of about 77 µM; % is set by controls: 0 for no effect and ±100 for the full control effect
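Enzyme plus substrate dispensed, test compounds pinned in, then ATP (5 microM final) added. After 60 min at RT, ADP-Glo reagent 1 for 45 min and reagent 2 for 30 min preceded luminescence imaging.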
D3 antag: blocks the human D3 dopamine receptor; actives 2.5% (n = 360,000); max response, negative = inhibition, %; P35462; D3R cells, DiscoveRx beta-arrestin luminescence, antagonist mode; active compounds read low; in the data active = max response below about -50%; inconclusive = no clear call, values can overlap the other calls; note: % is set by controls: 0 for no effect and ±100 for the full control effect; mostly tested at two doses, the higher about 12 µM
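Cells plated overnight at 1500 cells/well, then exposed to library compounds with dopamine controls for 90 minutes at 37 degrees C. DiscoveRx reagent added for 30–60 minutes at room temperature; luminescence read, quantitative HTS format.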
PLK1 PBD inh: PLK1 (human) polo-box domain binding inhibition; P53350; Plk1 PBD binding of FITC phosphopeptide, fluorescence polarization; Potency, µM, without a hit: max response, negative = inhibition, usual class: inhibitors; actives 2.8% (n = 360,000); AID 720504; note: potency is the fitted concentration of half-maximal effect; series mostly up to about 57 µM; % is set by controls: 0 for no effect and ±100 for the full control effect; nearly all actives have a fitted effect of over 65% in size
Target sequence (P53350 whole entry, looked up, the tested form may be a part): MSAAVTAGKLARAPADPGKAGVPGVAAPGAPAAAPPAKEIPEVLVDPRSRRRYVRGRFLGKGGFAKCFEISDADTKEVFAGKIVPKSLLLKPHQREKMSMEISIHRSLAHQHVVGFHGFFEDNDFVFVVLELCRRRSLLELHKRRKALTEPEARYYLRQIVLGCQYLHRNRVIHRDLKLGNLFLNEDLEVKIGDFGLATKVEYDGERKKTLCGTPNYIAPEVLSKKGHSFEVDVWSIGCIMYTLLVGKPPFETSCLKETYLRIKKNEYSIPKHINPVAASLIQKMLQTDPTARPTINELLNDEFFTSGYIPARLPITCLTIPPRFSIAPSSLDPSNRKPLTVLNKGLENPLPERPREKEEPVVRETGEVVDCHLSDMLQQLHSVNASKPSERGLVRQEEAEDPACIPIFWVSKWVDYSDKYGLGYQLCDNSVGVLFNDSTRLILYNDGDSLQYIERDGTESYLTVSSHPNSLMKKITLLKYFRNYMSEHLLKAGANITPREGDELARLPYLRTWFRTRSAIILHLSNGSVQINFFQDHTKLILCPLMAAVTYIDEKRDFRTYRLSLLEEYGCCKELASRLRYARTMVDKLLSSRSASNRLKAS
GLP1R cytotox: cytotoxicity counter-screen for GLP-1 receptor inverse agonists. HEK293 cAMP-luciferase reporter cells, luminescence, 24 h. Potency, µM (doses to about 38.3 µM), for the others: at the top dose activity change, negative = inhibition, actives largely listed as inhibitors. actives 0.13% (n = 410,000). AID 624418;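 note: loss of luciferase light is scored as toxicity; potency is the fitted concentration of half-maximal effect; % is set by controls: 0 for no effect and ±100 for the full control effect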
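Luminescence readout: signal drop marks cytotoxicity. Plated cells grew 12 h at 37 °C, 5% CO2, received 23 nL compound for 24 h, then got luciferase reagent, read after 12 min at RT.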
* marks the source's active call; other numbers are inactive results; ? = inconclusive; . = no result given; & = joins results of further samples; [ ] = remark or other dose. Unless noted, calls come from the whole dose curve; as a rule, active = well fitted curve in the direction sought with a large enough effect; inconclusive = small, poorly fitted or top-dose-only effect, or another doubt; inactive = no such curve, though single readings can be large; an effect the other way counts as inactive or inconclusive.

structure	GLP1R inv ag	IL-2 act	GLP1R ag	D3 ag	WRN helicase inh	PI5P4Ka inh	D3 antag	PLK1 PBD inh	GLP1R cytotox
COc1cc(CN2CC(C)CC(C)C2)cc([N+](=O)[O-])c1O (centres undefined)	8%	0.2	0%	-1	3%	0	18	-7%	-24%
CC(C)C[C@H](NC(=O)N1CCn2c1nc1ccccc12)C(=O)NCc1ccccc1	?	-0.8	-9%	1	-7%	6	22	-3%	3%
CC1CC1C(=O)OCC(=O)Nc1cccc(F)c1 (centres undefined)	-2%	-0.3	-1%	0	-3%	3	5	3%	14%
Cc1ccn2c(Nc3ccccc3C)c(-c3ccccn3)nc2c1	?	-0.1	3%	-20&-30	-5%	6	-59*	-13%	?
Cc1cc(/C=C2/SC(=O)N(CC(=O)N3CCCC3)C2=O)c(C)n1C	-3%	0.8	6%	-12	-6%	0	-17	-3%	12%
CC1CCN(c2oc(-c3ccccc3F)nc2C#N)CC1	-9%	-3.7	18%	-1	-4%	0	-11	1%	0%
Nc1nnc(SCCCOc2ccc(F)cc2)s1	27%	1.2	-5%	0	3%	-2	14	-6%	-1%
CCCCN1C(=O)C(=O)N(CC(=O)N2N=C3/C(=C/c4ccco4)CCCC3C2c2ccco2)C1=O (centres undefined)	17%	2.8	4%	6	10%	-8	15	-23%	5%
Cc1ccc(CNC(=O)C2CCCN(c3nn4c(=O)cc(C)nc4s3)C2)cc1 (centres undefined)	2%	2.1	5%	-4	-15%	4	5	-2%	-4%
COc1ccc(NC(=O)Nc2ccc(C(C)C)cc2)cc1	?	0.1	11%	-4	0%	-5	-6	2%	-6%
COc1ccc(-c2n[nH]c(=S)n2-c2ccccc2C)cc1	-1%	-0.1	0%	4	2%	-10	-14	?	?
NS(=O)(=O)c1cccnc1Nc1cccc(C(F)(F)F)c1	?	0.5	0%	-19	-1%	14	-12	-12%	-14%
COC(=O)NC(NC(=S)Nc1ccccc1OC)C(Cl)(Cl)Cl (centres undefined)	0%	-0.9	3%	-19	-8%	6	-10	-1%	0%
CCc1ccc(Nc2n[n+](-c3ccccc3)c(-c3cccc(C)c3)s2)cc1	?	1.0	-8%	-6	3%	-25	-52*	-20%	-11%
Cc1cccc(OCC(=O)Nc2ccc(C(=O)NCC(C)C)cc2)c1	17%	-0.7	1%	2	-1%	0	2	-16%	24%
COc1ccc(OC)c(NC(=O)CN2C(=O)CC(c3ccco3)Sc3ccccc32)c1 (centres undefined)	?	.	-3%	-5	.	.	.	.	-3%
O=C(NC1CCCCC1)N1CCCC1	4%	-0.4	-13%	-1	1%	-4	?	-4%	3%
Cc1cc(=O)oc2cc(OS(C)(=O)=O)ccc12	33%[activator]	3.4	-1%	-5	?	3	0	-11%	24%
Cc1c(Br)c(O)c(Br)c2sc(=O)oc12	6%	-2.9	-1%	-6	-32%	-69*	-19	27µM*	-15%
COc1ccccc1CNS(=O)(=O)c1cc2c3c(c1)CCN3C(=O)CC2	10%&5%	0.5	11%	1&-5	10%	-11	17	-7%	-3%&-6%
COc1cccc(C2NC(=O)NC(C)=C2C(=O)OCC2CCCO2)c1 (centres undefined)	-13%	-0.8	2%	2	-2%	-1	4	3%	-18%
CCc1csc(CCNC(=O)C2CCC(=O)N(Cc3ccccc3F)C2)n1 (centres undefined)	1%	-1.1	-2%	2	-13%	-1	3	8%	2%
CC(=O)NC1(NC(C)=O)CCN(C)C(c2ccccc2)C1C (centres undefined)	1%	-1.0	-10%	6	-18%[57.1 µM]	-8	-7	-11%	-3%
COc1ccc2[nH]c(C)c(C(=O)CN(C)C)c2c1	42%[activator]	-0.9	2%	7	-4%	.	-14	2%	-7%
Cc1ccc2[nH]cc(S(=O)(=O)c3ccc(C(C)C)cc3)c(=O)c2c1	-14%	-4.1	0%	1	-1%	2	14	2%	1%
COc1ccccc1C1C2CCCCC2(O)CCN1CC(=O)Nc1ccccc1 (centres undefined)	0%	0.3	0%	-12	-11%	.	-23	-11%	-13%
CC(=O)N1CCCc2ccc(NS(=O)(=O)c3ccc(C)c(C)c3)cc21	1%&11%	-4.1	-4%	7&9	-4%	1	-3	-11%	0%&-4%
Cc1cc(-c2ccco2)n(CC(=O)NCc2ccccc2)n1	-11%	-0.5	1%	-2	-6%	0	-28	-8%	-19%
COc1ccc(CNC(=O)C2CCCN(S(=O)(=O)c3c(C)noc3/C=C/N(C)C)C2)cc1 (centres undefined)	-23%	-3.8	7%	-2	-14%	0	26	-4%	3%
CCC(C)C(NC(=O)c1ccccc1NC(=O)c1ccco1)C(=O)NNC(=O)c1ccncc1 (centres undefined)	35%[activator]	-2.0	6%	-14	-17%	4	-12	-9%	14%
Cc1c(Cc2ccccc2)sc(/N=C/c2ccc3ccccc3c2)c1C(N)=O	?	6.1	4%	-12	-4%	-27	8	?	4%
O=S(=O)(c1cccc(-c2csc(-c3cccnc3)n2)c1)N1CCCCC1	1%	0.1	0%	-1	-9%	.	31	-3%	5%
Cc1ccc(C)c(NC(=O)CCNS(=O)(=O)c2ccc3[nH]c(=O)oc3c2)c1	-4%	1.6	-7%	-3	-10%[11.6 µM]	1	-6	1%	2%
CC1(C)CC(N2CCC(=O)NC2=S)CC(C)(C)N1	6%	-0.1	12%	10	-1%	-1	-2	-1%	14%
O=C(O)CN1CCN(Cc2cccc(Cl)c2)C1=O	7%	1.1	14%	11	15%	0	-18	-1%	-1%
O=C(NCC1CCOCC1)c1cccc2c(-c3cccnc3)coc12	6%	-0.8	9%	-23	-2%	-6	5	-5%	6%
Cc1cc(N)ccc1NC(=O)CN1CCOCC1	1%	-2.2	13%	-5	-4%	2	-8	7%	-12%
O=C(C1CCC(CNS(=O)(=O)c2ccccc2)CC1)N1CCOCC1 (centres undefined)	16%	-0.7	-1%	2	-2%	-10	2	-5%	2%
CCc1nc2ccc(C(=O)N3CCN(S(=O)(=O)CC)CC3)cn2c1N(C)C(=O)C1CCCCC1	25%	0.0	5%	-26	-4%	-3	0	-7%	-15%
CN(C)S(=O)(=O)c1ccc(C(=O)NCCN2C(=O)S/C(=C\c3cccnc3)C2=O)cc1	-2%	-0.7	0%	10	-5%	3	7	-16%	1%
CN(C(=O)Nc1cccc([N+](=O)[O-])c1)c1ccccc1	-2%	-0.6	0%	2	1%	6	19	-6%	-9%
O=C(Cn1c(NCCO)nc2ccccc21)N1CCN(Cc2ccccc2)CC1	-12%	2.2	4%	7	5%	-5	4	4%	-1%
O=C(O)CCc1ccc(-c2ccccc2)o1	10%	-1.9	16%	3	-30%	-17	-25	?	-13%
O=C(OCc1cn([C@H]2CN(C(=O)c3cccs3)[C@@H](c3ccc(Cl)cc3)C[C@@H]2O)nn1)c1ccccc1	?	0.6	-5%	-4	-1%	3	3	-5%	-9%
CC1CCCC(C)N1CCCNC(=O)c1ccc2c(c1)NC(=O)c1ccccc1S2 (centres undefined)	?	-0.6	1%	0	-1%	-2	-18	-8%	-24%
COC(=O)c1cc(Cl)c(NC(=O)c2ccco2)cc1OC	31%	-0.5	1%	0	6%	-2	6	-3%	1%
CC12CCC(C(=O)N3CCCCC3)([C@H](Br)C1=O)C2(C)C (some centres undefined)	3%	-4.9	-2%	0	5%	-2	-13	-3%	8%
COC[C@@H]1CCCN1c1ccc2c(c1)O[C@@H](COCc1ccccc1)CN([C@@H](C)c1ccccc1)S2(=O)=O	?	-1.0	-3%	-11	-4%	11	0	-18%	1%
CCOc1ccccc1N(CC(=O)NCC1CCCO1)C(=O)CCC(=O)Nc1cc(C)on1 (centres undefined)	2%	-3.5	3%	-23	13%	-9	-13	-24%	9%
CCCN(CCC)S(=O)(=O)c1ccc(C(=O)N2CCOCC2)cc1	3%	-0.1	0%	18	3%	.	30	1%	15%
O=C(CSc1ccc(-c2ccco2)nn1)c1ccc(F)cc1	6%	-4.4	-1%	-3	45µM*	-69*	-12	?	-2%
O=C(Nn1cnc2ccccc2c1=O)c1ccccc1[N+](=O)[O-]	12%	-1.0	3%	9	-6%	7	7	-7%	-1%
CCOC(=O)C(CC)Sc1ncnc2sc3c(c12)CCCC3 (centres undefined)	?	.	?	5	.	.	.	.	2%
CCCc1ncc(C(O)c2ccccc2OC)n1C (centres undefined)	1%	-0.1	10%	11	-8%	0	-5	-10%	-2%
CC(=O)c1ccc(NS(=O)(=O)c2ccc3c(c2)N(C)CCO3)cc1	-4%	-0.4	-2%	3	9%	-1	27	-11%	-7%
O=C(CC1OC(=O)c2ccccc21)Nc1cc(S(=O)(=O)N2CCOCC2)ccc1OCC(F)(F)F (centres undefined)	-17%	0.3	-10%	-11	2%	-4	4	2%	9%
CCCCCC(O)(CCN1CCCCC1)c1ccc(OCC)cc1 (centres undefined)	-17%[7.66 µM]	-0.6	7%	-13	-8%	4	-25	17µM*	-2%[7.66 µM]
Cc1cc(NC(=S)NC(=O)c2ccco2)c2ccccc2n1	48%[activator]	4.9	7%	2	-22%	4	5	-15%	2%
CNC(=O)c1ccc2snnc2c1	27%	2.1	-3%	4	5%	6	0	-8%	0%
Cc1cc(C)c(NC(=O)c2ccccc2C(=O)c2ccccc2)c(C)c1	?	-0.3	12%	-11	-2%	3	-6	-17%	0%

Next section.
structure	GLP1R inv ag	IL-2 act	GLP1R ag	D3 ag	WRN helicase inh	PI5P4Ka inh	D3 antag	PLK1 PBD inh	GLP1R cytotox
CCC1CCCCN1C(=S)NC(=O)c1cc(Br)ccc1Cl (centres undefined)	?	0.9	0%	-2	-4%	7	-9	-7%	13%
COc1ccc(NC(=O)CC2C(=O)N(Cc3ccccc3)C(=S)N2CCN2CCOCC2)cc1 (centres undefined)	-11%[0.307 µM]	-0.1	-2%	-13	-3%	3	0	-15%	-6%[0.307 µM]
COc1ccc(/C=C/C(=O)Nc2cccc(S(=O)(=O)N3CCOCC3)c2)cc1OC	-1%	-0.6	-4%	-3	?	2	20	-6%	14%
O=C(CNC(=O)C1COc2ccccc2O1)N/N=C\c1cccc(O)c1 (centres undefined)	1%	-0.2	1%	3	-19%	4	-1	5%	77%[activator]

Rows were taken by chance; about 7.8% have a hit in one of these screens.
